MgcRacGAP inhibition: MgcRacGAP GTPase-activating activity inhibitors, confirmation, biochemical, ADP Hunter fluorescence; MgcRacGAP-stimulated Rac1 GTP hydrolysis, ADP Hunter fluorescence; higher % means a stronger effect; GST-tagged Rac1 F28L mutant substrate; inhibition, % at 30 µM, or IC50 in µM where a hit was titrated; 0.6% of 340,000 active;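 active means first-screen hits whose inhibition reached a set limit at any dose in the follow-up dose series; inconclusive means inhibition above the set first-screen limit but never retested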;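 further: fluorescence reports GDP produced by GAP-driven GTP hydrolysis; strong numbers were not always called active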
b-catenin transl: alters nuclear translocation of beta-catenin in HeLa cells. immunofluorescence imaging. nuclear translocation activity, % at 5 µM. 0.3% of 190,000 active. AID 1665;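 active means nuclear translocation activity above 50% at 5 µM, with a well cell count of 50 or more; inconclusive means wells under 50 cells across six images, flagged as toxic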;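 further: per-cell ratio of nuclear to cytoplasmic median beta-catenin stain intensity; plate controls were DMSO negative control for no effect and GSK-3 inhibitor IX positive control for full effect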
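Test system: HeLa cells, endogenous beta-catenin; Compound: single 5 µM dose plus 0.02–20 µM confirmation series; Times: compound exposure 24 h at 37°C; Signal: fluorescence imaging of beta-catenin antibody stain plus DAPI; Read-out: % activation, nuclear-to-cytoplasmic median beta-catenin signal ratio per cell.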
West Nile virus CPE: inhibition of WNV-induced cytopathic effect – cell-based, CPE readout (AID 1621); West Nile virus-infected cells, CPE inhibition; higher % means a stronger effect; CPE inhibition, % at 10 µM; hits with a dose series show IC50 in µM; 0.02% of 290,000 active; in the data active means a potency from the dose series; inconclusive means CPE inhibition mostly from about 3.7% at the one dose, without a potency; inactive means the rest, 99 in 100 with CPE inhibition below about 2.2%; further: strong numbers were not always called active
RSV antiviral HEp-2: RSV antiviral activity via CPE protection, HEp-2 cells, primary 10 µM value included (AID 2391); HEp-2 cells, RSV-induced CPE inhibition; higher % means a stronger effect; CPE inhibition, % at 10 µM; hits with a dose series show IC50 in µM; 0.13% of 310,000 active; in the data active means a potency from the dose series; inconclusive means CPE inhibition mostly from about 23% at the one dose, without a potency; inactive means the rest, 99 in 100 with CPE inhibition below about 21%; further: strong numbers were not always called active
Large T inhibition: SV40 large T antigen inhibitors, biochemical (AID 1903); 0.39% of 310,000 active; inhibition, % at 20 µM, or IC50 in µM where a hit was titrated; SV40 large T antigen ATPase/helicase inhibition assay; higher % means a stronger effect; in the data active means a potency from the dose series; inconclusive means inhibition mostly from about 32% at the one dose, without a potency; inactive means the rest, 99 in 100 with inhibition below about 32%; further: strong numbers were not always called active
T cell HTS: modulates CD8 T cell binding to vesicles. 2C CD8+ T cell-vesicle binding, flow cytometry; stronger effect = lower value. calls only at 7 µM. 0.068% of 330,000 active. AID 2052;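 active means response, share of CD8 T cells binding vesicles, and their 90th percentile fluorescence all below set limits, cut at about 80% in these data, passing the limit was not always enough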
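Test system: purified 2C TCR transgenic mouse naive CD8+ T cells. Probe or stimulus: QL9-peptide-loaded Drosophila micro-vesicles bearing Ld, ICAM-1 and B7-1. Incubation: binding step 1.5 h, 37 °C, antibody labelling 20 min, ice. Measured by: flow cytometry of vesicle-bound cells.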
WT yeast gro inh: growth inhibition of WT yeast, mitochondrial fusion screen | mitochondrial fusion phenotypic screen, WT strain | inhibition, % at 10 µM | 2.1% of 190,000 active; in the data active means inhibition above about 58%; tested in S. cerevisiae
Myeloid diff MLP: promotes myeloid progenitor differentiation | ER-HoxA9 myeloid progenitors, lysozyme-GFP differentiation, flow cytometry | calls only at 10 µM | 1% of 360,000 active | AID 624256;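 active means normalized GFP-positive differentiation at or above the plate's own cutoff, the solvent-only control mean plus 3 SD; inconclusive means no clear call, values can overlap the other calls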;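 further: cells exposed to compound for four days before flow analysis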
PhoP inhibition: inhibitors of PhoP regulon expression, primary screen, Salmonella Typhimurium, GFP reporter (AID 1863); S. Typhimurium PhoP-regulated promoter GFP reporter, 4 h; higher % means a stronger effect; inhibition, % at 50 µM, or IC50 in µM where a hit was titrated; 0.16% of 300,000 active;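 active means inhibition over 29.93%, a cutoff 3 SD above the screen mean, later confirmed by dose response; inconclusive means inhibition over 29.93% but no dose response follow-up; inactive means inhibition at most 29.93% or unconfirmed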;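 further: 0% = low Mg2+ inducing control and 100% = high Mg2+ repressing control; strong numbers were not always called active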
WT yeast gro inh mutant strain: also measured in WT yeast gro inh; calls as there; inhibition, %; mitochondrial fusion phenotypic screen, mutant strain inhibition
b-catenin transl cell count 5 µM: recorded beside b-catenin transl, whose call it bears; cell count; measured here: cell count, cytotoxicity flag
T cell HTS vesicle-bound %: recorded beside T cell HTS, whose call it bears; double positive events, %; measured here: CD8+ vesicle-bound cell fraction;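 binding gate set so that unloaded-vesicle control wells show 10% double positive cells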
Myeloid diff MLP GFP+ MAC1+ %: also measured in Myeloid diff MLP; calls as there; GFP+ MAC1+ double positive, %; measured here: differentiation confirmed by MAC1 staining
* marks the source's active call; other numbers are inactive results; i = inactive; u = inconclusive; x = no result given; + = active, no number.

mol,PhoP inhibition,T cell HTS vesicle-bound %,b-catenin transl cell count 5 µM,T cell HTS,RSV antiviral HEp-2,West Nile virus CPE,Myeloid diff MLP,WT yeast gro inh,WT yeast gro inh mutant strain,Myeloid diff MLP GFP+ MAC1+ %,b-catenin transl,MgcRacGAP inhibition,Large T inhibition
CC(C)(C)CN1CCNC(=O)C1CC(=O)N1CCN(c2ccccc2)CC1 (stereo unspecified),2%,30,1249,i,1.2%,0.3%,i,x,x,0.9,0.2,3%,9%
COc1ccc(C2/C=C\CN(C(=O)C3CC3)CC(=O)N2Cc2ccc(F)cc2)cc1 (stereo unspecified),-3%,44,1098,i,2.9%,-0.6%,i,x,x,2.3,0.5,6%,13%
Cn1c(=O)c2c(nc(CN3CCOCC3)n2CCCO)n(C)c1=O,-9%,50,976,i,3.6%,-0.1%,i,1,-11,0.8,-4.7,3%,2%
O=C(Nc1ccccc1C(=O)Nc1ccccc1)c1cccs1,-5%,46,x,i,1.8%,-0.5%,i,x,x,2.5,x,1%,5%
Cc1cccc(Cc2nnc(CCC(=O)N3CCCC(CN4CCOCC4)C3)o2)c1 (stereo unspecified),-5%,69,1043,i,-1.2%,0.4%,i,5,-2,0.3,-0.6,7%,4%
COc1ccccc1OCCOCCOc1ccc(C)cc1Br,3%,39,1186,i,0.9%,-0.5%,+,29,-1,8.2*,0.4,11%,6%
CC(C)CC(NC(=O)C(CC(C)C)NC(=O)OC(C)(C)C)C(=O)O (stereo unspecified),-7%,3,1022,i,1.1%,-0.3%,i,-37,-15,0.6,-2.3,3%,-3%
Cc1cccc2c1Sc1ccccc1CC2=O,12%,46,1361,i,3.9%,0.3%,i,10,-7,0.6,-1.0,6%,2%
CC(=C\C(=O)O)/C(=C/c1ccccc1)C(=O)O,-2%,34,1376,i,0.5%,1.3%,i,18,20,1.1,0.5,0%,-1%
COc1cc(OC)cc(C(=O)NC2CCSc3ccccc32)c1 (stereo unspecified),-1%,64,x,i,3.7%,-0.4%,i,x,x,0.8,x,6%,5%
CC(=O)ON1C(C)(C)CC(OC(=O)c2ccccc2)CC1(C)C,-1%,31,1213,i,-0.1%,-0.2%,i,1,20,0.4,-1.7,6%,-7%
CC1CC1C(=O)Nc1cc(C(F)(F)F)ccc1N1CCOCC1 (stereo unspecified),-6%,6,x,i,1.2%,-0.6%,i,x,x,0.5,x,7%,-5%
Fc1cccc(F)c1/C=N/NC(=S)Nc1cccnc1,5%,62,1050,i,-0.6%,0.3%,i,-4,24,0.2,0.5,0%,24%
Cc1ccc(NC(=O)CCC(=O)Nc2ccc(C)cc2)cc1,10%,42,x,i,1.2%,-0.4%,i,x,x,0.5,x,10%,3%
Cn1nc(C(F)(F)F)c(CO)c1Sc1ccc(F)cc1,2%,43,1036,i,-0.8%,0.0%,i,-2,-5,0.4,-2.7,10%,4%
Cc1cccn2c(=O)c3cc(C(=O)NC4CCCC4)c(=N)n(C4CCCCC4)c3nc12,4%,26,x,i,9.8%,-1.9%,x,x,x,x,x,12%,0%
COc1cc(NC(=O)CN2C(=O)NC(c3ccccc3)(c3ccccc3)C2=O)c(C)cc1[N+](=O)[O-],6%,46,1118,i,u,-0.7%,i,-1,18,0.3,-0.9,-3%,4%
O=C1O[C@@H]([C@H](O)CO)C(O)=C1O,-12%,37,x,i,1.2%,0.1%,i,x,x,1.9,x,3%,6%
O=C(CNC(=O)Cc1ccccc1)NCc1cccc(C(F)(F)F)c1,-2%,14,x,i,0.6%,-0.1%,i,x,x,0.5,x,1%,24%
CCC(C)(C)n1nnnc1C(c1cccs1)N1CCc2ccccc21 (stereo unspecified),-3%,41,1056,i,9.3%,-0.7%,i,19,15,5.5,-2.0,11%,13%
NC(=O)c1cc(S(=O)(=O)Nc2cccc(Cl)c2)cs1,7%,36,x,i,0.4%,0.7%,i,x,x,0.7,x,7%,9%
Cn1nnnc1SCc1c(F)cccc1F,15%,51,1249,i,-0.5%,0.1%,i,-6,-18,1.0,-7.0,0%,5%
O=C(CNC(=S)N(Cc1ccccc1)Cc1ccccc1F)NCCc1ccccc1,18%,26,963,i,2.4%,-1.2%,i,64*,-7.8*,0.1,2.5,-1%,-5%
CCOC(=O)C(NC(=O)CC)(Nc1ccc(S(=O)(=O)Nc2onc(C)c2C)cc1)C(F)(F)F (stereo unspecified),6%,33,x,i,0.5%,-0.2%,i,13,14,1.6,x,5%,20%
COCCSc1nnc(NC(=O)C2CCN(C(=O)c3ccco3)CC2)s1,0%,17,x,i,0.3%,-0.4%,i,x,x,0.7,x,5%,2%
CCC(C)NS(=O)(=O)c1ccc(-c2csnn2)s1 (stereo unspecified),0%,56,1191,i,1.7%,0.9%,i,11,20,0.7,-5.4,4%,5%
O=C(c1ccc2c(=O)n(CC3CCCO3)c(=S)[nH]c2c1)N1CCN(c2ccccc2)CC1 (stereo unspecified),0%,61,x,i,6.1%,-0.7%,i,-14,-19,0.9,x,12%,4%
Cc1ccc(S(=O)(=O)NC(CC(C)C)C(=O)NCC(C)(C)N2CCOCC2)cc1 (stereo unspecified),6%,58,x,i,0.1%,x,i,x,x,0.4,x,14%,12%
Cc1ccc(Sc2cnc(N)nc2C)cc1,3%,55,1022,i,-1.1%,0.1%,i,-9,-3,0.4,-1.6,7%,16%
O=C(Cc1ccc(F)cc1)N1CCC(N2CCC(C(=O)N3CCOCC3)CC2)CC1,-3%,36,1013,i,-1.6%,0.1%,i,-11,-2,0.6,1.3,5%,12%
COc1ccc(NC(=O)/C(C#N)=C\c2cc(OC)c(OCc3ccc(C(=O)O)cc3)cc2Br)cc1,-8%,60,1023,i,22%,1.1%,i,9,17,0.2,0.7,18%,23%
O=C(CN1CCN(c2ccc(O)cc2)CC1)Nc1ccc2c(c1)OCCO2,1%,36,1154,i,-0.8%,-0.5%,i,-20,7,0.6,-0.9,u,8.2µM*
CCC(C)CCN1CCN=C1Nc1ccccc1 (stereo unspecified),x,25,x,i,0.9%,x,i,x,x,1.2,x,11%,2%
COc1cccc(CNC(=O)c2cc3oc4ccccc4c3n2C)c1OC,-3%,24,x,i,4.7µM*,0.3%,i,5,-1,0.8,x,12%,18%
Cc1cc(NC(=O)c2ccc(C#N)cc2)on1,8%,36,1119,i,0.5%,0.0%,i,-18,-11,0.1,-0.5,6%,15%
CCCCN1C(=O)c2ccc(C(=O)Nc3ccc(C)c(S(=O)(=O)N(C)C)c3)cc2C1=O,0%,52,1027,i,2.5%,-0.1%,i,-2,-12,0.6,2.2,6%,16%
CC(C)CN(C(=O)CSc1n[nH]c(-c2cccs2)n1)C1CCS(=O)(=O)C1 (stereo unspecified),x,44,x,i,1.2%,x,i,x,x,0.4,x,3%,x
COc1ccc(NC(=O)c2sc(N3CCOCC3)nc2-c2ccccc2)c(OC)c1,-10%,38,1123,i,21%,-0.2%,i,-3,-7,1.2,-2.9,10%,12%
CC(C)(C)NCCCOc1ccc(Cl)cc1C(C)(C)C,0%,46,842,i,-0.8%,-1.1%,x,25,16,x,0.3,x,5%
Cc1noc(C)c1S(=O)(=O)N1CCC(C(=O)N2CCN(c3ccc(Cl)cc3)CC2)CC1,10%,46,1182,i,4.2%,x,i,12,4,0.0,-2.0,7%,13%
O=S(=O)(c1cccc(COc2ccc(Cl)cc2Cl)c1)N1CCOCC1,-3%,24,x,i,u,-0.3%,i,x,x,0.6,x,6%,8%
COc1cc2c(C#CCCCO)c(-c3ccc(C#N)cc3)oc(=O)c2cc1OC,x,38,x,i,5.2%,x,i,x,x,3.8,x,8%,x
Cc1occc1C(=O)NC(C)CCc1ccccc1 (stereo unspecified),7%,42,1026,i,4.6%,0.2%,i,40,62,1.2,-5.6,6%,15%
O=C(Nc1ccc2c(c1)OCO2)C1CCN(S(=O)(=O)c2cccs2)CC1,23%,20,1346,i,-1.8%,0.2%,i,3,0,0.1,-1.3,-1%,3%
CCC(=O)Nc1cc(C(=O)O)ccc1Sc1ccc(Cl)cc1,3%,21,x,i,-1.9%,0.4%,i,7,9,0.0,x,5%,4%
Cc1ccsc1/C=N/Nc1ccc(C(=O)O)cc1,5%,61,x,i,0.1%,0.1%,i,x,x,0.3,x,x,20%
COc1ccc(OC)c(CNS(=O)(=O)c2cc(CN3C(=O)c4cccnc4C3=O)ccc2OC)c1,-7%,22,x,i,1.5%,0.1%,i,x,x,1.0,x,6%,7%
Cc1ccc(NS(=O)(=O)c2ccc3[nH]c(=O)c(=O)[nH]c3c2)cc1Cl,6%,63,1115,i,0.6%,-0.1%,i,-15,2,0.4,-2.0,-1%,11%
Cc1cccc(C)c1NC(=S)N(Cc1cccnc1)Cc1ccccc1Cl,-1%,9,1130,i,1.1%,-0.7%,i,-4,-20,1.1,-2.0,-3%,17%
CCOC(=O)N1CCC(NC(=O)C(NS(=O)(=O)c2cccc3nsnc23)c2ccccc2)CC1 (stereo unspecified),-1%,48,1108,i,-1.7%,0.1%,i,1,12,1.8,-0.4,6%,19%
CCOC(=O)c1c(C)[nH]c(C)c1S(=O)(=O)N(C)CC(=O)NCc1cccc(Br)c1,-1%,51,x,i,5.6%,-0.4%,i,x,x,0.4,x,11%,12%
Cn1cc(/C=C/c2nc3ccccc3c(=O)n2-c2cccc([N+](=O)[O-])c2)c2ccccc21,13%,42,x,i,2.1%,0.5%,i,15,-3,0.4,x,10%,7%
COc1ccc(Nc2cc(C(=O)NCc3ccco3)c3ccccc3n2)c(OC)c1,4%,48,1076,i,2.4%,-0.8%,i,-10,-2,5.5,-1.6,1%,18%
